Screens as filed in PubChem BioAssay.
CFTR F508del cor – CFTR F508del correction in bronchial cells; CFBE cells, YFP halide quenching; stimulated with forskolin plus potentiator P3; % fluorescence drop versus neutral controls; activity (quench increase), % at 7.58 µM; 0.36% of 350,000 active; AID 720511;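 active = mean added fluorescence quench of at least 8% versus neutral control, with both replicates also reaching 8%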;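 also: cells transiently co-express mutant CFTR-F508del with the halide-sensitive YFP; corrector assay measuring rescue of mutant channel to the surface after 24 h compound exposure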
miR122 inh – blocks miR-122 activity in Huh7 sensor cells. Huh7 miR-122 Renilla luciferase sensor, 48 h; neutral wells = 0, positive control = 100. activation (reporter increase), % at 12.5 µM. 0.3% of 340,000 active. AID 602342;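 active = mean replicate activation score at least 90 and every replicate individually at or above 90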;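 also: higher luciferase means less miR-122 activity so hits act as miR-122 inhibitors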
FN deposition inh – fibronectin deposition inhibition | AH1F fibroblasts, Alexa488-fibronectin deposition fluorescence, overnight | inhibition, % at 12.6 µM | 0.086% of 350,000 active;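 active = mean inhibition across replicates of 30% or more, regardless of how many single replicates reach that level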;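 also: positive control wells lacked labelled fibronectin entirely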
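Schedule: 1 h cell adhesion before compound, then overnight fibronectin incubation; test system: AH1F fibroblast monolayer depositing Alexa488-labelled fibronectin into matrix; quantity: 10000 AH1F cells per well; probe or stimulus: fluorescent fibronectin at 24 nM final; signal: fluorescence, ex 485 nm, em 525 nm; evaluation: percent inhibition as loss of matrix-bound fibronectin fluorescence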
PglD inh – PglD (C. jejuni) enzyme inhibition; purified PglD enzyme, DTNB colorimetric CoA detection; inhibition, % at 12.5 µM; 0.098% of 360,000 active; AID 602405; in the data active = inhibition above about 16%, passing the limit was not always enough; also: strong numbers were not always called active
PGC1a acetyl inh – modulators of PGC1a acetylation; AID 651687; inhibition, % at 15.6 µM; 0.17% of 350,000 active; U2OS PGC1a acetylation, AlphaScreen anti-acetyl-lysine; with virally co-expressed GCN5 acetyltransferase;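 active = every replicate shows inhibition of at least 40%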;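 also: 0% = neutral control wells and 100% = positive control wells; some results beyond the cut were filed as inactive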
GSIS activator – GLuc luminescence reporter in INS-1E cells, primary screen for activators of glucose-dependent secretion of insulin | INS-1E GLuc reporter insulin secretion, 2-3 h | activation, % at 16.6 µM | 0.61% of 370,000 active | AID 743287;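 active = lowest replicate activation of at least 40%, so every replicate reaches that level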;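 also: 0% = median of neutral control wells and 100% = median of IBMX positive control wells; some compounds called inactive have numbers as strong as hits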
C2C12 statin – suppression of simvastatin myotoxicity; rescue of ATP level, % at 7.49 µM; 0.78% of 330,000 active; C2C12 myotubes + simvastatin, ATP luminescence, 48 h; scaled: DMSO 0, geranylgeraniol control 100;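 active = mean ATP rescue above about 67%, or every replicate alone reaching that limit, limit read from the data, passing the limit was not always enough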;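 also: myotubes were challenged with 10 µM simvastatin during compound exposure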
Cneo AK release – causes C. neoformans cell lysis; adenylate kinase release luminescence, 4 h; normalised: neutral wells 0, clomiphene wells 100; AID 651654; lysis activity, % at 15 µM; 0.2% of 360,000 active;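 active = mean lysis activity across replicates of at least 80%, whatever share of replicates individually reach that level; inactive = mean lysis activity below 80%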
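Assay system: C. neoformans cells. Amount: yeast cell density of 5 × 10^6 cells/mL. Technique: AK luminescence. Buffer or medium: YPD. Times: static 4 h at 37 °C with compound, 1 h detection. Dosing: single-point compound dose. Read-out: lysis from increased AK signal.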
An asterisk follows results filed as active; · = no result given; & = joins results of further samples; [ ] = another dose, or the depositor's remark.

SMILES	CFTR F508del cor	miR122 inh	FN deposition inh	PglD inh	PGC1a acetyl inh	GSIS activator	C2C12 statin	Cneo AK release
CN(CC(=O)Nc1ccc(F)cc1)CC(=O)N1CCCCC1	-1.9	-3	16	3	2	-2	29	-1
COc1ccc(N(CC(=O)NCc2ccc(F)cc2)S(=O)(=O)c2c(C)n[nH]c2C)cc1	-2.0	-6	-2	6	5	-11	7	1
Cc1noc(C)c1NC(=O)Nc1cccc2c1O[C@@H](CN(C)Cc1ccc(Cl)c(Cl)c1)[C@H](C)CN([C@@H](C)CO)C2=O	-1.6	9[16.7 µM]	-1	4	-4	-30	2	-2
CCc1csc(N2[C@H](CO)[C@@H](c3ccc(C4=CCCC4)cc3)[C@@H]2C#N)n1	1.0	·	-10	-1	-3	4	27	0
CC(O)C(NS(=O)(=O)c1ccc(Cl)cc1)C(=O)OCC(=O)c1c[nH]c2ccccc12 (stereo not drawn)	-0.4	-8	6	0	-24	-25	4	-2
O=C(COC(=O)c1cccnc1Cl)NC(=O)NC1CCCCC1	2.0	·	-1	2	-17	6	5	3
CCSc1oc(-c2cccs2)nc1S(=O)(=O)c1ccccc1	0.2	·	4	4	·	-9	4	0
CN(C)C(=O)c1ccc(-c2ccc(C3[C@H]4CNC[C@@H]3N4Cc3ccccn3)cc2)cc1 (stereo partly drawn)	-0.7	·	-23	·	4	-2	·	·
Cc1cccc(S(=O)(=O)N2C[C@H](O)COC[C@@H]3O[C@@H](CC(=O)NCc4ccc5c(c4)OCO5)CC[C@H]32)c1	-0.7	2[16.7 µM]	-10	-3	-7	-6	-5	4
O=C(CN(C(=O)c1csnn1)c1ccc(F)cc1)NCc1ccc2c(c1)OCO2	0.2	·	-2	-9	·	1	25	4
O=C(CSc1nc2c(cnn2-c2cccc(Cl)c2)c(=O)[nH]1)NCC1CCCO1 (stereo not drawn)	-1.8	1	5	1	7	7	-1	1
COc1ccc(C(O)c2ncc(-c3ccc4ccccc4c3)[nH]2)cc1 (stereo not drawn)	1.6	3	-14	-2	3	-42	0	2
C[C@@H]1CN([C@@H](C)CO)C(=O)Cc2cc(NS(=O)(=O)c3cccs3)ccc2O[C@H]1CN(C)Cc1ccccc1	-3.7	-3[16.7 µM]	·	-1	-8	-12	-8	7
CC1CN(C(=S)NC(=O)c2ccc([N+](=O)[O-])cc2)CC(C)O1 (stereo not drawn)	·	-1	·	-1	7	·	-8	-1
O=C(NC(Cc1c[nH]c2ccccc12)c1nnc2n1CCCCC2)c1ccccc1Cl (stereo not drawn)	·	-2	·	2	7	·	13	1
COc1cccc(C(=O)Nc2cc(Cl)c(O)c(Cl)c2)c1	0.7	-10	0	·	-11	27	4	·
O=C1Nc2c(Br)cc(Br)cc2C1(O)N1CCOCC1 (stereo not drawn)	·	2	5	5	-1	·	·	-1
COc1cccc(CNC(=O)C(CCSC)NS(=O)(=O)c2ccc3c(c2)oc(=O)n3C)c1 (stereo not drawn)	·	2	·	-2	-6	·	-2	0
CCOc1ccc2[nH]c(=O)c(CN(CCO)C(c3nnnn3C3CCCCC3)C(C)C)cc2c1 (stereo not drawn)	·	-3	·	9	0	·	-2	1
COc1ccc(S(=O)(=O)N(C)C[C@@H]2OCCCC[C@H](C)Oc3ccc(NC(=O)Nc4cccc5ccccc45)cc3C(=O)N([C@@H](C)CO)C[C@H]2C)cc1	0.0	-2[16.7 µM]	·	2	-17	0	·	1
O=C(N[C@H]1CC[C@@H](CCNS(=O)(=O)Cc2ccccc2)O[C@@H]1CO)c1ccc2c(c1)OCO2	-0.6	·	-3	1	1	3	-1	0
COc1ccc(C#Cc2cnc3c(c2)C(=O)N([C@H](C)CO)C[C@H](C)[C@H](CN(C)S(=O)(=O)c2cccc(F)c2)O3)cc1OC	-3.1	-13[16.7 µM]	16	2	-123	-30	-1	-6
CCOC(=O)C1(C(=O)O)NC(=O)CC1c1ccccc1 (stereo not drawn)	·	-3	·	-3	-5	·	2	2
CC(Oc1ccc(Cl)cc1Cl)c1nc(-c2ccc(NC(=O)c3ccncc3)cc2)no1 (stereo not drawn)	-0.4	-2	·	·	-12	0	-9	·
O=C(C[C@H]1CC[C@@H]2[C@H](COC[C@H](O)CN2C(=O)C2CC2)O1)NCc1ccccc1Cl	0.1	2[16.7 µM]	-4	17	3	7	25	-4
(cont.)
SMILES	CFTR F508del cor	miR122 inh	FN deposition inh	PglD inh	PGC1a acetyl inh	GSIS activator	C2C12 statin	Cneo AK release
COc1ccc(OC)c(/C=N\NC(=O)c2ccc(=O)n(C)c2)c1	0.9	3	4	4	1	-4	·	0
COc1cc2c(cc1OC)C(C(=O)Nc1ccc3c(c1)OCCO3)C(c1cccnc1)N(C)C2=O (stereo not drawn)	·	·	-1	4	3	·	13	-1
CCOC(=O)C1(Cc2ccccc2)CCN(Cc2cc(OC)c3c(c2)OCO3)CC1	1.9	-2	0	1	-13	-57	22	0
CC1(C)NC(=O)N(CC(=O)N2CCC(Cc3ccccc3)CC2)C1=O	-0.9	·	·	-2	·	5	-1	-1
CC(=O)N1CCN(CC(C)(C)NS(=O)(=O)c2ccccc2)CC1	-4.1	-6	1	3	2	-3	-8	0
Cc1ccc(S(=O)(=O)Oc2ccc(/C=C(/NC(=O)c3ccccc3)C(=O)Nc3ccccc3)cc2)cc1	·	13	·	-7	-16	·	-7	-3
CN1CC(=O)N(CC(=O)Nc2ccc(N(C)C)cc2)c2ccccc2C1=O	·	-2	·	0	6	·	6	1
NS(=O)(=O)c1ccc(NC(=O)c2ccc(S(=O)(=O)N3CCCCC3)cc2)cc1	1.5	·	-5	0	·	2	7	-3
COc1cc(C2C3=C(Nc4nc(N)[nH]c(=O)c42)c2ccccc2C3=O)ccc1O (stereo not drawn)	-1.9	-5	-1	2	37	·	6	-1
C[C@@H]1CCCCO[C@H](CN(C)S(=O)(=O)c2cn(C)cn2)[C@@H](C)CN([C@@H](C)CO)C(=O)c2cc(NS(C)(=O)=O)ccc2O1	-1.9	12[16.7 µM]	·	1	-12	11	·	5
C[C@@H]1CN([C@@H](C)CO)S(=O)(=O)c2ccc(C#Cc3ccccc3F)cc2O[C@H]1CN(C)CC1CCOCC1	3.1	·	·	2	-6	-2	6	-6
COc1cccc(NS(=O)(=O)c2c(C)nc3sccn3c2=O)c1	-3.5	25	-5	0	2	·	-10	0
O=C(C[C@H]1CC[C@@H](NC(=O)Nc2ccc(C(F)(F)F)cc2)[C@H](CO)O1)NCc1cccc(F)c1	-0.8	·	-12	4	·	0	-3	0
CCN(CC)S(=O)(=O)c1ccc(N2CCOCC2)c(NC(=O)C2CC2)c1	1.5	1	2	6	·	8	-3	0
O=C1N/C(=N\N=C\c2ccccn2)SC1Cc1cccc(SC(F)F)c1 (stereo not drawn)	·	1	0	-4	6	-24	25	1
N#Cc1c(-c2ccco2)nc(SCC(=O)Nc2cccc(Cl)c2)[nH]c1=O	·	4	·	0	10	·	11	-4
COc1ccccc1N1CCN(C(=O)c2ccccc2SCC(=O)NCc2ccco2)CC1	4.8	-1	-2	-1	-6	-1	3	0
COc1ccc(C(=O)NNc2ccccc2)cc1OC	-2.0	2	·	0	9	6	7	1
CC(C)C(=O)C1=Cc2cc([N+](=O)[O-])ccc2OC1N1CCOCC1 (stereo not drawn)	-1.8	-3	0	-4	-2	-5	0	0
CCCCOC(=O)c1ccc(NC(=O)COC(=O)C2CC2C)cc1 (stereo not drawn)	-5.3	-8	-3	0	·	-37	7	2
COC(=O)c1oc2ccc(Br)cc2c1NC(C)=O	0.3	-2	-7	-3	-13	·	-1	1
C[C@H]1CCCCO[C@H](CN(C)C(=O)Nc2ccc(F)cc2)[C@@H](C)CN([C@@H](C)CO)C(=O)c2cc(NS(C)(=O)=O)ccc2O1	2.0	8[16.7 µM]	·	0	2	-5	·	1
COc1ccc(CN(C)C[C@H]2Oc3ccc(NC(=O)C4CCCCC4)cc3CC(=O)N([C@@H](C)CO)C[C@@H]2C)cc1	1.2	-6[16.7 µM]	·	3	2	4	6	11
CC(C)NC(=O)Nc1ccc2c(c1)C(=O)N([C@H](C)CO)C[C@@H](C)[C@@H](CN(C)Cc1ccc(Cl)c(Cl)c1)OCCCC[C@H](C)O2	2.3	-6[16.7 µM]	0	2	3	-23	·	-1
Cc1cc(C(=O)CSc2nnc(-c3ccccc3F)o2)c(C)n1Cc1cccs1	·	-7	·	-3	-5	·	43	6
Other compounds:
SMILES	CFTR F508del cor	miR122 inh	FN deposition inh	PglD inh	PGC1a acetyl inh	GSIS activator	C2C12 statin	Cneo AK release
Cc1cc(F)ccc1-c1cc(C(=O)NCc2cccs2)[nH]n1	0.2	2	2	-3	-8	-29	18	-1
O=C(NCc1cccc(Cl)c1)c1cccc(OC2CCN(C(=O)C3CC3)CC2)c1	1.4	·	-3	·	·	7	·	4
Cc1cc(C(=O)OCC(=O)c2ccccc2)c2ccccc2n1	0.6	·	3	-6	·	3	-4	-3
CC(C)N1CCC1(C)C(=O)Nc1ccccc1OC(F)F (stereo not drawn)	-0.3	-6	8	-4	-6	3	14	-1
C=C1CSc2nc3ccccc3c(=O)n21	·	2	·	-4	2	8	3	0
CCN1CCN(c2ncnc3scc(-c4ccc(OC)cc4)c23)CC1	-1.7	-8	-10	2	2	-2	-5	-4
Cc1noc(C)c1NC(=O)Nc1ccc2c(c1)C(=O)N(C)[C@H]1CC[C@@H](CC(=O)N(C)C)O[C@H]1CO2	-1.0	-3[16.7 µM]	-19	-1	6	-8	5	-1
CN(C)c1nc(N)nc(CSc2nnnn2-c2ccc(F)cc2)n1	0.0	-8	·	13	-5	0	-3	-1
CN(C)CCCn1c(=S)[nH]c2sc3c(c2c1=O)CCCC3	0.1	-4	-3	-6	-4	-3	-16	-1
CCn1c(Cc2c(C)[nH]c3ccccc23)n[nH]c1=S	·	-5	13	-3	-10	·	14	0
O=C(NCCCl)C1Cc2c(ccc3ccccc23)O1 (stereo not drawn)	-0.8	12	-8	0	·	-5	-5	-1
Nc1c2c(nn1-c1ccc(C(=O)O)cc1)CNC2	-0.6	-2	-2	3	-2	1	4	-4
Cc1ccc(-n2cc[nH]c2=S)c(C)c1	1.0	-6	1	·	3	3	·	·
Cc1ccc(S(=O)(=O)N(C)C[C@@H]2OCCCC[C@H](C)Oc3ccc(NC(=O)Nc4ccc(F)cc4)cc3C(=O)N([C@H](C)CO)C[C@H]2C)cc1	0.6&-1.5	-11	4&19	-8&-2	-26&-4	-1&10	-11	-1&48
O=C(CSc1nnc2n1CCCCC2)NCc1ccccc1	-1.2	2	-1	-2	8	·	7	3
Cc1ccc(CNC(=S)N(C)C)cc1	-2.9	-5	-3	8	-1	11	·	0
O=C(NNC(=O)c1ccc2ccccc2c1)c1ccc(Cl)cc1	0.1	·	-29	4	1	·	-7	0

Part of the list above in order of molar mass, low to high.
SMILES	CFTR F508del cor	miR122 inh	FN deposition inh	PglD inh	PGC1a acetyl inh	GSIS activator	C2C12 statin	Cneo AK release
Cc1ccc(-n2cc[nH]c2=S)c(C)c1	1.0	-6	1	·	3	3	·	·
C=C1CSc2nc3ccccc3c(=O)n21	·	2	·	-4	2	8	3	0
Cc1cc(F)ccc1-c1cc(C(=O)NCc2cccs2)[nH]n1	0.2	2	2	-3	-8	-29	18	-1
O=C(CSc1nnc2n1CCCCC2)NCc1ccccc1	-1.2	2	-1	-2	8	·	7	3
O=C(NNC(=O)c1ccc2ccccc2c1)c1ccc(Cl)cc1	0.1	·	-29	4	1	·	-7	0
